Screens: PubChem, National Center for Advancing Translational Sciences (NCATS)
TRHR enhancer: allosterically enhances the human TRH receptor; enhancement, % at 2 µM; 0.66% of 360,000 active; TRHR cells, fluo-8 calcium fluorescence, EC20 TRH enhancement; P34981; in the data active = enhancement above about 30%; note: 0% is about no effect
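Enhancer read-out: after compound pinning and an initial kinetic agonist-mode read, an EC20 of TRH (10 nM final) was injected and fluo-8 calcium signal (Ex 480/Em 530) followed at 1 s/cycle for 100 cycles in TRHR-expressing cells.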
IDH1 R132H inh: inhibitors of human mutant IDH1 R132H. O75874. IDH1-R132H enzyme, NADPH consumption, diaphorase/resazurin fluorescence. Potency, µM (titrated, usually from 76.6 µM), for the others: at the highest dose activity change, negative = inhibition, most hits filed as inhibitors. 0.093% of 390,000 active. AID 602179; note: potency is the fitted concentration of half-maximal effect; % is set by controls: 0 for no effect and ±100 for the full control effect; nearly all actives have a fitted effect of over 65% in size
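IDH1-R132H (0.5 ug/mL) preincubated 30 min with compound, then NADPH (0.016 mM) and alpha-KG (2 mM) added; 80 min at RT, pH 7.5. Remaining NADPH coupled via diaphorase/resazurin to fluorescence (540/590 nm); concentration-response curves normalized to no-enzyme control.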
TrxR1 substrate: rat thioredoxin reductase 1 substrate activity; purified TrxR1 substrate turnover, NADPH consumption readout; Potency, µM (titrated, usually from 114 µM), inactives show top-dose activity change, negative = substrate turnover; O89049; 0.01% of 390,000 active; note: potency is the fitted concentration of half-maximal effect; % is set by controls: 0 for no effect and ±100 for the full control effect; nearly all actives have a fitted effect of over 50% in size
Target sequence (O89049 whole entry, looked up): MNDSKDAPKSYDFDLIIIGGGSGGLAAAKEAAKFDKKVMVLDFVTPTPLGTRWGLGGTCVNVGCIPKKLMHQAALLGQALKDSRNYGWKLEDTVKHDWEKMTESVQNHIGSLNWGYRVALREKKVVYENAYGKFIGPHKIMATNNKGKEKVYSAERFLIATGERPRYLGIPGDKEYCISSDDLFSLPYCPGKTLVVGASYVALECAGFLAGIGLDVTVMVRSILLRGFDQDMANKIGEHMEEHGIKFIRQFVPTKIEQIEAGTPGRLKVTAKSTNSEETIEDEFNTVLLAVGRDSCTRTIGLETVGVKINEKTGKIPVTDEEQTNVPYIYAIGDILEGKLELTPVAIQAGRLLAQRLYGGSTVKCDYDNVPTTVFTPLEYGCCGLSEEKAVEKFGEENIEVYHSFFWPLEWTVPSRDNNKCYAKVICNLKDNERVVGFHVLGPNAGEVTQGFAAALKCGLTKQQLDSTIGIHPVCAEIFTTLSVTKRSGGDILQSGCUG
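Rat TrxR1, dispensed at 90 nM, was prereduced with 400 uM NADPH (final) for 5 min at ~22 deg C, then incubated with compound 15 min before 400 uM selenite. A first-read NADPH fluorescence drop versus no-compound background flagged substrates.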
Pin1 inh: human Pin1 inhibition. 0.009% of 390,000 active. Pin1 FP peptide displacement, HiFluor488, 10 min. Potency, µM (highest dose often 115 µM), inactives show at the top dose activity, negative = inhibition, hits mostly inhibitors. AID 504891. Q13526; active = well fitted inhibition curve with a large enough effect in the polarisation, with a control signal flat, not every such curve was filed as active; inconclusive = small, poorly fitted or top-dose-only effect, or effect the other way, or a change in a side signal; inactive = no such curve, though single readings can be large or run the other way; the % refers to the polarisation; note: potency is the fitted concentration of half-maximal effect; % is set by controls: 0 for no effect and ±100 for the full control effect
D2 ag: D2 dopamine receptor (human) agonism; P14416; HEK293 T-REx D2 cells, calcium flux agonist mode; 0.53% of 340,000 active; activation, % at 2 µM;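 active = activation over 3 SD above normal in the single-dose calcium agonist read, cut at about 30% in these data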; note: 0% is about no effect
Target sequence (P14416 whole entry, looked up): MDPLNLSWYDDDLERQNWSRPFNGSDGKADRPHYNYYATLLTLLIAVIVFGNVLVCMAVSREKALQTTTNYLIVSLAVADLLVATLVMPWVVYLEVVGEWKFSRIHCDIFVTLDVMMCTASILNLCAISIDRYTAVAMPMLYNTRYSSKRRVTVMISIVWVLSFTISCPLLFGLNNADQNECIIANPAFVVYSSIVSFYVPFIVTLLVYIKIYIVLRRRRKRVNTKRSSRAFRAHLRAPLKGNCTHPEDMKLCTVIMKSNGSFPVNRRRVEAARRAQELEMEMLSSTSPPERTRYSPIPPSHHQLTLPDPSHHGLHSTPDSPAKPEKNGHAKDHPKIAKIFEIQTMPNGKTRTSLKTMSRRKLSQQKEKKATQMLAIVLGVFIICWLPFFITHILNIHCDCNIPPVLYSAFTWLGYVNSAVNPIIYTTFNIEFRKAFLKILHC
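Agonism scored from kinetic calcium signal (1 read/sec, 180 s) following compound pin transfer, after a 10 s baseline. Cells: HEK293 Trex line expressing inducible D2 receptor coupled to calcium, dye-loaded after overnight culture at 30 C.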
USP1 inh: USP1/UAF1 (human) deubiquitinase inhibition; O94782; recombinant USP1/UAF1, Ub-Rhodamine cleavage fluorescence; Potency, µM (doses to about 57.1 µM), for the others: top-dose activity change, negative = inhibition, usual class: inhibitors; 0.23% of 390,000 active; AID 743255; note: potency is the fitted concentration of half-maximal effect; % is set by controls: 0 for no effect and ±100 for the full control effect; nearly all actives have a fitted effect of over 60% in size; inactives centre near -12
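In this screen, compounds sit with the deubiquitinase complex (1nM) for 15 min at room temperature before Ub-Rho is added at 150nM final. Fluorescence rise is then followed for 6 reads every 60 seconds.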
D2 antag: D2 dopamine receptor (human) antagonism. P14416. HEK293 TREx D2 cells, calcium flux, dopamine EC80. inhibition, % at 10 µM. 2% of 340,000 active; in the data active = inhibition above about 30%; note: 0% is about no effect
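Tetracycline-induced HEK293 T-REx cells expressing D2 force-coupled to calcium signalling were dye-loaded, exposed to compound for 180 s, then challenged with an EC80 of dopamine; calcium flux was followed kinetically for a further 180 s.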
TRHR agonist: activates the human TRH receptor | P34981 | TRHR cells, calcium flux fluo-8, FDSS agonist mode | activation, % at 2 µM | 0.18% of 360,000 active; in the data active = activation above about 30%; note: 0% is about no effect
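TRHR-expressing cells loaded with fluo-8 calcium dye; 23 nL library compound pin-transferred, kinetic FDSS fluorescence (Ex 480/Em 530) recorded about 180 s for agonist-induced calcium release, before a 10 nM TRH EC20 addition for potentiator mode.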
TrxR1 inh: inhibitors of rat thioredoxin reductase 1; O89049; recombinant rTrxR1, NADPH fluorescence consumption, selenite substrate; 1% of 390,000 active; Potency, µM (highest dose often 114 µM), without a hit: top-dose activity change, negative = inhibition, actives largely listed as inhibitors; note: potency is the fitted concentration of half-maximal effect; % is set by controls: 0 for no effect and ±100 for the full control effect; nearly all actives have a fitted effect of over 65% in size
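Rat TrxR1 (90 nM in the dispensed reagent) was pre-reduced with 400 uM NADPH for 5 min at room temperature, then incubated with compound for 15 min. After 400 uM selenite was added, NADPH fluorescence (Ex 340/Em 450 nm) was followed for 8 min.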
Active calls of the source: *; ? = inconclusive; nt = not tested or not shown; [ ] = remark or other dose. Unless noted, calls come from the whole dose curve; as a rule, active = well fitted inhibition curve with a large enough effect; inconclusive = small, poorly fitted or top-dose-only effect; inactive = no such curve, though single readings can be large or run the other way.

entry	mol	TRHR enhancer	IDH1 R132H inh	TrxR1 substrate	Pin1 inh	D2 ag	USP1 inh	D2 antag	TRHR agonist	TrxR1 inh
1	O=C(/C=C/c1ccc([N+](=O)[O-])cc1)NCc1ccco1	-2	11%	-5%	0%	0.6	-12%	3	-0.1	-5%
2	O=C(Nc1cccc(NC(=O)c2cccs2)c1)c1cccnc1	-3	2%	2%	0%	1.9	-23%	1	0.0	8%
3	COc1cc(C(=O)Nc2ccc3c(c2)Cc2ccccc2-3)cc(OC)c1OC	-3	5%	10%	4%	-1.0	-18%	-30	0.3	25%
4	CCN(CC)C(=O)COc1ccc2c(c1)C(=O)CC(C)(C)O2	1	-1%	113%[activator]	4%	0.1	-10%	-2	0.3	19%
5	Cc1cc2c(c(=O)n1Cc1cccnc1)C(Cc1ccccc1)C(C#N)=C(N)O2 (stereo unspecified)	-6	5%	10%	1%	-0.6	-9%	-20	-0.2	-18%
6	O=C(O)CCn1cc(/C=C2\SC(=S)NC2=O)c(-c2ccccc2)n1	-2	-5%	-1%[57.1 µM]	6%	-0.9	-23%	-4	2.0	4%[57.1 µM]
7	N#Cc1c(NC(=O)CCCC(=O)O)sc2c1CCCCC2	7	-2%	-14%	-2%	-1.4	-12%	2	-0.6	-14%
8	O=C(CCC1CCCCC1)NNC(=O)NC12CC3CC(CC(C3)C1)C2	-4	6%	-6%	8%	0.0	-11%	-12	-0.2	13%
9	COc1ccc(C(=O)NC2CC2)cc1OC1CCN(Cc2cc(C)cc(C)c2)CC1	23	0%	-3%	1%	0.5	0%	17	0.1	-6%
10	COc1ccccc1NC(=O)Nc1nc(CC(=O)Nc2ccc(F)c(F)c2)cs1	3	0%	-2%	3%	-0.3	-21%	-10	-0.1	0%
11	O=C(Cc1ccc(Cl)cc1)Nc1ccc(N2CCN(C(=O)c3ccco3)CC2)c(Cl)c1	2	9%	-4%	14%	0.4	0%	0	-0.7	5%
12	O=C(O)COCC(=O)Nc1ccc(-n2cnnn2)cc1	2	-4%	3%	4%	0.2	-8%	-16	0.3	12%
13	Nc1ccc(CCS(N)(=O)=O)cc1	2	11%	7%	-6%	0.7	-2%	-15	0.5	-2%
14	C=CCn1c(SCC(=O)Nc2ccc(F)cc2)nc2cc(C(=O)O)ccc2c1=O	-6	-7%	-1%	0%	2.0	-10%	-17	0.5	3%
15	COc1ccc(-c2oc3ccc(-c4ccc5c(c4)OCO5)cc3c2-c2ccc(OC)nc2)cc1	nt	5%	77%[activator][57.1 µM]	-6%	nt	-19%	nt	nt	46%[activator][57.1 µM]

Other structures.
entry	mol	TRHR enhancer	IDH1 R132H inh	TrxR1 substrate	Pin1 inh	D2 ag	USP1 inh	D2 antag	TRHR agonist	TrxR1 inh
16	CCc1ccccc1NC(=O)C(=O)NCCc1sc(-c2cccc(F)c2)nc1C	-5	-21%	2%[57.1 µM]	19%	0.0	-30%	nt	0.4	16%[57.1 µM]
17	O=C(NNS(=O)(=O)c1ccccc1Cl)c1nn(-c2ccc(F)cc2)ccc1=O	2	1%	-3%[57.1 µM]	4%	nt	2%	nt	-0.7	-15%[57.1 µM]
18	COc1ccc(NC(=O)CC2CCCC2)cc1S(=O)(=O)N1CCCCC1	3	3%	-1%	-2%	-0.2	-13%	-6	-0.4	5%
19	CC(C)n1cc(-c2ccc(Cl)cc2)cc(C#N)c1=O	3	1%	9%	?	1.2	-9%	6	1.4	6%
20	CCN(CC(=O)Nc1ccc2c(c1)OCCO2)C(=O)COc1cc(C)ccc1Cl	9	4%	2%	1%	-0.7	-18%	33*	-0.1	17%[57.1 µM]
21	CC(C)(C)c1ccc(C(=O)N2CCC(=O)N(C(COCc3ccccc3)Cc3ccccc3)CC2)cc1 (stereo unspecified)	9	10%	-11%[57.1 µM]	0%	0.6	-36%	7	0.2	12%[57.1 µM]
22	O=C1CN(S(=O)(=O)c2ccc(Cl)cc2)c2ccccc2N1	-3	-5%	2%	0%	1.2	-8%	0	0.6	36%
23	COc1ccc(C(=O)NCCCNC(=O)c2ccccn2)cc1Br	-2	-5%	0%	-6%	-0.1	-13%	-6	-0.8	17%
24	O=C(CN1CCN(Cc2ccc3c(c2)OCO3)CC1)Nc1ccc2[nH]c(=O)[nH]c2c1	nt	0%	7%[57.1 µM]	-2%	nt	-14%	nt	nt	3%[57.1 µM]
25	CS(=O)(=O)N1CCC(Oc2ccccc2C(=O)N2CCNC(=O)C2)CC1	16	-4%	9%	0%	0.5	-25%	4	-1.0	23%
26	Cc1cc(C)nc(N(C#N)Cc2cccc3ccccc23)n1	-5	7%	-3%	-1%	-5.7	-7%	5	-0.3	0%
27	CCc1c(C)sc(NC(=O)CC#N)c1C#N	2	1%	-6%	70%[activator]	0.4	-14%	3	1.8	4%
28	COc1cc(C(=O)NNC(=O)c2ccc(NC(C)=O)cc2)cc(OC)c1OC	-6	0%	-1%[57.1 µM]	-3%	0.6	-6%	2	0.7	3%[57.1 µM]
29	COc1ccc(OC)c(NC(=O)COCc2cc(-c3ccco3)on2)c1	8	25%	-1%	1%	-1.8	-20%	nt	-1.2	2%
30	CC(C)CC1Nc2ccc(C(=O)NCCCN3CCOCC3)cc2NC1=O (stereo unspecified)	5	-6%	-7%	-10%	-0.5	-22%	4	0.1	-15%

Values in list order from the list:
TrxR1 inh for nos. 19 to 30 → 6%, 17%[57.1 µM], 12%[57.1 µM], 36%, 17%, 3%[57.1 µM], 23%, 0%, 4%, 3%[57.1 µM], 2%, -15%
TRHR enhancer for nos. 19 to 30 → 3, 9, 9, -3, -2, nt, 16, -5, 2, -6, 8, 5
USP1 inh for nos. 19 to 30 → -9%, -18%, -36%, -8%, -13%, -14%, -25%, -7%, -14%, -6%, -20%, -22%

Single records, as listed above.
`CCN(CC)C(=O)COc1ccc2c(c1)C(=O)CC(C)(C)O2` is listed as TRHR enhancer = 1; IDH1 R132H inh = -1%; TrxR1 substrate = 113%[activator]; Pin1 inh = 4%; D2 ag = 0.1; USP1 inh = -10%; D2 antag = -2; TRHR agonist = 0.3; TrxR1 inh = 19%
`O=C(CN1CCN(Cc2ccc3c(c2)OCO3)CC1)Nc1ccc2[nH]c(=O)[nH]c2c1` is listed as TRHR enhancer = nt; IDH1 R132H inh = 0%; TrxR1 substrate = 7%[57.1 µM]; Pin1 inh = -2%; D2 ag = nt; USP1 inh = -14%; D2 antag = nt; TRHR agonist = nt; TrxR1 inh = 3%[57.1 µM]

Returning to the listing; the 4 compounds before the break are reprinted first.
entry	mol	TRHR enhancer	IDH1 R132H inh	TrxR1 substrate	Pin1 inh	D2 ag	USP1 inh	D2 antag	TRHR agonist	TrxR1 inh
27	CCc1c(C)sc(NC(=O)CC#N)c1C#N	2	1%	-6%	70%[activator]	0.4	-14%	3	1.8	4%
28	COc1cc(C(=O)NNC(=O)c2ccc(NC(C)=O)cc2)cc(OC)c1OC	-6	0%	-1%[57.1 µM]	-3%	0.6	-6%	2	0.7	3%[57.1 µM]
29	COc1ccc(OC)c(NC(=O)COCc2cc(-c3ccco3)on2)c1	8	25%	-1%	1%	-1.8	-20%	nt	-1.2	2%
30	CC(C)CC1Nc2ccc(C(=O)NCCCN3CCOCC3)cc2NC1=O (stereo unspecified)	5	-6%	-7%	-10%	-0.5	-22%	4	0.1	-15%
31	CN(C(=O)CC(NC(=O)c1ccccc1)(c1ccccc1)c1ccccc1)c1ccccc1	0	-3%	-15%	?	-0.2	-9%	-2	0.2	9%[57.1 µM]
32	Cc1noc(NS(=O)(=O)c2ccc(NC(=O)c3nn(-c4ccc(F)cc4)ccc3=O)cc2)c1C	0	0%	-10%	1%	-1.3	-29%	16	0.1	4%
33	CCC(C)(C)NC(=O)C(c1ccc(OC)cc1)N(C(=O)CCC(=O)Nc1cc(C)on1)c1cccc(F)c1 (stereo unspecified)	3	0%	-5%[57.1 µM]	0%	-1.3	-15%	-10	-0.6	2%[57.1 µM]
34	CC[n+]1c(/C=C2\C=C(C)CC(C)(C)C2)sc2ccccc21	3	10%	6%	4%	0.3	-22%	-10	0.3	?
35	COc1ccc(C(=O)NCCCN2CCOCC2)cc1S(=O)(=O)N1CCCc2ccccc21	-4	4%	9%[57.1 µM]	-4%	0.5	-9%	7	-1.4	11%[57.1 µM]
36	O=C(Nc1ccc2c(c1)OCCO2)C1c2ccccc2C(=O)N2CCc3ccccc3C12 (stereo unspecified)	-6	-10%	-2%	7%	-1.6	-23%	-11	0.7	16%
37	Cc1cccc(CNC(=O)C2CCCN(S(=O)(=O)c3cn(C)cn3)C2)c1 (stereo unspecified)	0	-6%	2%[57.1 µM]	-2%	0.1	-8%	nt	0.3	6%[57.1 µM]
38	Cc1ccc(S(=O)(=O)/N=C(/c2ccc(F)cc2)N2CCOCC2)cc1	0	3%	-10%	0%	nt	-16%	nt	0.3	-8%
39	CCc1ccc(N2C(=O)CN(Cc3cc(OC)c(OC)c(OC)c3)C2=S)cc1	-1	0%	-7%	5%	0.2	-22%	18	-0.3	3%
40	O=c1[nH]c2ccccc2c2oc(CCl)nc12	0	-5%	4%	-2%	0.2	0%	-14	0.3	?
41	O=S(=O)(Nc1cccc(-c2cn3cccnc3n2)c1)c1ccc(F)cc1	-4	-1%	188%[activator]	5%	6.6	1%	-7	-0.2	?
42	O=C(c1cccc2ccccc12)N1CCN=C1SCc1ccc([N+](=O)[O-])cc1	1	3%	-14%	-2%	-2.0	1%	-5	0.0	-16%

These rows are one share of the data (hit frequency here may not be typical).
